# NPY-Y2 PAM-ag = potentiates or activates human NPY-Y2 receptor | P49146 | cells expressing NPY-Y2, potentiator/agonist read-out | activation, % at 3.6 µM | 220,000 compounds, 0.45% hits | AID 1359; in the data active means activation above about 27%;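 further: cells stimulated with NPY near EC25 plus isoproterenol at EC100; 0% = vehicle plus submaximal agonist and 100% = vehicle plus saturating agonist; some results beyond the cut were filed as inactive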
# Target sequence (P49146 whole entry, looked up): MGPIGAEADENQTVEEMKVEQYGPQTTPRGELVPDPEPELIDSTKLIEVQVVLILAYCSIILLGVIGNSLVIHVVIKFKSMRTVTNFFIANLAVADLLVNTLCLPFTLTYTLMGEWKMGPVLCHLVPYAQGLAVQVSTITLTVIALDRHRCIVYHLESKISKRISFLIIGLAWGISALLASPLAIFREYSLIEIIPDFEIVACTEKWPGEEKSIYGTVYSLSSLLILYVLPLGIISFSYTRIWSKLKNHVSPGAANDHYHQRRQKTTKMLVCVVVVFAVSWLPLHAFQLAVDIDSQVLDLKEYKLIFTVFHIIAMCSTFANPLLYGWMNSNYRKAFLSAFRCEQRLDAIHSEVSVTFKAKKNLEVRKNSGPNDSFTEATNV
# S1P4 ag = human S1P4 receptor agonism; O95977; S1P4-expressing cell line, agonist reporter assay; activation, % at 4.98 µM; 220,000 compounds, 0.35% hits; AID 1509; in the data active means activation above about 11%;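 further: 0% = DMSO vehicle and 100% = reference agonist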
# Ba/F3 V617F tox = reduce viability of Ba/F3 cells dependent on JAK2V617F; Ba/F3 EpoR-JAK2V617F viability, ATP luminescence; inhibition, % at 5.6 µM; 220,000 compounds, 1.1% hits; AID 1446;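 active means inhibition above the campaign mean plus 3 SD over all tested compounds, cut at about 24% in these data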;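 further: cytokine-independent growth of Ba/F3 cells driven by EpoR plus mutant JAK2; 0% = DMSO-treated cells and 100% = JAK inhibitor I control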
# NPY Y1 blocker = antagonists of human neuropeptide Y receptor Y1; HEK293-CNG Y1 cells, membrane potential fluorescence; NPY at EC95, then isoproterenol; AID 1040; 200,000 compounds, 1% hits; inhibition, % at 3.6 µM; P25929;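 active means inhibition above the campaign mean inhibition of all tested compounds plus 3 SD, cut at about 20% in these data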;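 further: 0% = DMSO wells given NPY plus isoproterenol and 100% = isoproterenol alone without NPY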
# Target sequence (P25929 whole entry, looked up): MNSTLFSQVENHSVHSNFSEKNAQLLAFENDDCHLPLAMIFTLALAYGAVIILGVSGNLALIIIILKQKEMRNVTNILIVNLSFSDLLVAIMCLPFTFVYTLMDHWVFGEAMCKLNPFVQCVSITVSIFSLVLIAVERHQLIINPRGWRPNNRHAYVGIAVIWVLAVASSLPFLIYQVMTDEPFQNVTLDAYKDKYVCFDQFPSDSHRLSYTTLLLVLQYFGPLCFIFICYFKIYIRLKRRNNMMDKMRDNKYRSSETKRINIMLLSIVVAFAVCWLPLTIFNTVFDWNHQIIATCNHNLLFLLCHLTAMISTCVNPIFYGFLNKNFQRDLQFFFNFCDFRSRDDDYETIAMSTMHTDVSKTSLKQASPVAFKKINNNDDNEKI
#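 Material: HEK293 Y1/CNG channel cell line; also added: NPY (25 nM), isoproterenol (1 µM), Ro 20-1724 (25 µM); doses: one concentration, 3.6 µM, in 0.4% DMSO; schedule: compound incubation 1 h at room temperature, readout 45 min post-stimulation; technique: membrane potential fluorescence; measure: fluorescence ratio normalized to % inhibition between controls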
# NPY-Y1 PAM-ag = potentiators or agonists of human neuropeptide Y receptor Y1. P25929. NPY-Y1 expressing cells, potentiator/agonist activation. activation, % at 3.6 µM. 220,000 compounds, 0.37% hits. AID 1304; in the data active means activation above about 33%, passing the limit was not always enough;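 further: cells stimulated with NPY at EC10 then isoproterenol at EC100; 0% = low agonist plus stimulus and 100% = saturating agonist plus stimulus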
# S1P4 antagonist = blocks the human S1P4 receptor | S1P4-expressing cells, antagonist mode, reporter read-out | inhibition, % at 4.98 µM | 220,000 compounds, 0.26% hits; in the data active means inhibition above about 29%;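 further: 0% = wells stimulated with agonist and 100% = vehicle wells without agonist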
# BaF3 tox = counter-screen for JAK2V617F inhibitors: parental Ba/F3 viability inhibitors. CellTiter-Glo ATP luminescence. inhibition, % at 5.6 µM. 220,000 compounds, 1.1% hits. AID 1486;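 active means inhibition above a per-campaign cutoff, the mean inhibition of all tested compounds plus 3 SD, cut at about 27% in these data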;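 further: 0% = DMSO wells and 100% = JAK Inhibitor I control wells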
# Runt-CBFb FRET = blocks binding of human RUNX1 Runt domain to CBFb. Q01196+Q13951. inhibition, % at 20 µM. 220,000 compounds, 0.46% hits. Cerulean-Runt/Venus-CBFb FRET ratio 530/480, 1 h. AID 1496;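 active means inhibition over about 50% at 20 µM in the single-dose screen, limit read from the data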;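 further: 0% = DMSO wells and 100% = excess unlabeled CBFb competitor control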
#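 Assay system: Cerulean-tagged RUNX1 Runt domain (FRET donor) fusion protein / Amount: 100 nM each of Venus-CBFb and Cerulean-Runt domain / Medium: Tris buffer pH 7.5 with salts and BSA / Also added: Venus-CBFb 100 nM / Schedule: 1 h complex formation plus 1 h compound treatment, room temperature / Signal: FRET fluorescence / Read-out: loss of energy transfer signal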
# RBBP9 inh = blocks human serine hydrolase RBBP9; recombinant RBBP9, FP-Rh probe fluorescence polarization; inhibition, % at 7.94 µM; 220,000 compounds, 0.2% hits;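 active means inhibition above the campaign mean of all tested compounds plus 3 SD, cut at about 14% in these data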;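 further: plate controls were DMSO wells with RBBP9 for no effect and wells lacking RBBP9 protein for full effect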
# Target sequence (O75884 whole entry, looked up): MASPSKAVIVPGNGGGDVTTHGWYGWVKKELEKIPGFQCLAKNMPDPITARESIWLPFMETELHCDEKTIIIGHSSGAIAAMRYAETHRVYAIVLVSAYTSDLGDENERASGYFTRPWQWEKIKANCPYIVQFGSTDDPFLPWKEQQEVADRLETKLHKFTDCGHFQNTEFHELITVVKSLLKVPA
#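 Material: RBBP9 protein. Amount: RBBP9 at 2.5 µM in dispensed solution, before mixing. Schedule: 30 min then 45 min, 25 °C. Medium: Tris buffer pH 8.0, NaCl, Pluronic. Measured by: fluorescence polarization. Measure: percent inhibition from mP, scaled between DMSO and no-protein wells. Replication: one well per compound.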
# Active calls of the source: *; . = not tested or not shown.
mol,NPY-Y2 PAM-ag,S1P4 ag,Ba/F3 V617F tox,NPY Y1 blocker,NPY-Y1 PAM-ag,S1P4 antagonist,BaF3 tox,Runt-CBFb FRET,RBBP9 inh
COc1ccc(-c2nnc3c4ccccc4c(C)nn23)cc1,-14,0.2,4,1,-13,-5,8,-3,-5
CCc1nc(NC2CCCCC2)c(C#N)c2c1COC(C)(C)C2,-32,1.0,4,4,-35,-4,5,-3,-10
CC(=O)NNC(=S)Nc1cc(S(=O)(=O)N(C)C)ccc1C,-1,-0.2,3,2,-1,-9,4,0,-3
Clc1cccc2sc(N3CCCC3)nc12,-10,0.0,-1,3,-23,-10,0,-1,-9
Clc1cc(Cl)c(OCc2nc(-c3ccccn3)no2)cc1Cl,10,-0.9,-5,1,-15,5,1,-6,-9
O=C(CSc1ncccn1)NC(=O)c1ccccc1,5,-0.3,-2,1,8,5,1,1,6
COc1ccccc1Nc1ncc(C(=O)Nc2ccc(OC)c(OC)c2)c2ccccc12,-3,-0.9,4,7,6,-4,11,-2,8
O=C(Nc1ccc(N2CCCCC2)cc1)c1ccc(F)cc1F,-8,-0.3,-3,.,14,5,1,2,-3
CSc1ccccc1NS(=O)(=O)c1ccc2c(c1)OCCO2,-3,-1.0,1,5,-13,-7,-1,0,-4
c1ccc2c(c1)NC1(CCCC1)n1c-2nc2ccccc21,3,0.7,-1,7,-5,-4,1,6,-6
Cc1cc(F)ccc1NC(=O)c1ccc(NS(=O)(=O)c2cc(C(C)(C)C)ccc2C)cc1,-7,-0.3,4,2,5,-10,2,0,-19
Cc1ccc(C)n1CCN1CCN(C(=O)CSc2nc3ccccc3nc2N2CCOCC2)CC1,14,0.5,-4,0,-2,0,6,0,0
CC(=O)Nc1ccc(O)cc1[N+](=O)[O-],9,-0.8,-7,.,11,-1,4,0,-3
CCn1c(=O)c(-c2nc3ccccc3[nH]2)c(O)c2ccccc21,-9,35*,7,2,-14,-3,7,-2,-2
CC(NC(=O)C1(C)CC1(Br)Br)C(C)(C)C (centres undefined),-9,-2.4,2,2,6,-7,2,2,-2
CCOC(=O)C1=C(C)C(c2ccccc2OC)NC(=S)N1 (centres undefined),12,-2.1,3,-2,19,-2,8,-2,-7
CCN(C(=O)COc1cc(=O)n(CC)c2ccccc12)c1cccc(Cl)c1,-6,0.0,-2,-6,8,-19,-1,0,-1
O=C(NNS(=O)(=O)c1ccc(Br)cc1)c1sccc1-n1cccc1,13,-0.5,2,1,-8,-11,6,1,-3
CCOc1cc2[nH]c(=O)n(Cc3ccc(C(=O)NCCCN4CCC(C)CC4)cc3)c(=O)c2cc1OCC,-4,1.6,-1,1,13,-4,5,1,-1
COc1ccc(-c2c(C#N)c(N)nc3c2CCCCCC3)cc1OC,13,-1.0,-3,-1,-4,4,-2,-2,-7
O=C(Nc1nc2cc3c(cc2s1)OCCO3)c1ccc(N2C(=O)CCC2=O)cc1,-28,-0.9,-1,.,15,-7,-9,-6,1
COc1ccc(NC(=O)Nc2cccc(F)c2)c(OC)c1,2,-0.1,-3,6,-6,7,2,1,-12
Cc1ccc(C(=O)CSc2nnc(-c3ccccc3N)n2C)cc1C,-8,-1.1,-3,7,-12,2,2,-2,-6
Cc1ccc(NC(=S)/C(=C(\[O-])c2ccc(F)cc2)[n+]2ccccc2)cc1,6,-1.2,-2,-4,8,-20,2,3,-7
CCOC(=O)CCc1cccc2c1CCC2=O,3,0.2,1,0,-9,9,0,3,-3
Cc1cccc(NC(=O)/C(C#N)=C\c2cn(CC(=O)O)c3ccccc23)c1,-11,1.7,-1,-2,8,-5,0,1,-3
CCOC(=O)C(C(=O)Nc1ccc(C)cc1)C1CCCCC1 (centres undefined),-4,0.2,3,8,-10,5,6,1,-3
COc1ccc(C(=O)Nc2ccc(NC(=O)c3cccs3)c(OC)c2)cc1Cl,-19,-1.5,6,-3,20,16,5,1,-14
O=C(O)c1ccc(-c2nc(-c3ccc(Cl)cc3Cl)cs2)cc1,15,1.8,2,5,19,-1,3,-4,-4
CC(=O)Nc1ccc(C(=O)N(C)C(C(=O)Nc2ccccc2)c2ccccn2)cc1 (centres undefined),2,-0.5,3,-2,-17,-8,13,-2,-5

# A few values from the list:
# Cc1ccc(NC(=S)/C(=C(\[O-])c2ccc(F)cc2)[n+]2ccccc2)cc1 @ RBBP9 inh = -7
# c1ccc2c(c1)NC1(CCCC1)n1c-2nc2ccccc21 @ BaF3 tox = 1

# New compounds follow:
mol,NPY-Y2 PAM-ag,S1P4 ag,Ba/F3 V617F tox,NPY Y1 blocker,NPY-Y1 PAM-ag,S1P4 antagonist,BaF3 tox,Runt-CBFb FRET,RBBP9 inh
Cc1ccc(CSc2nnc(-c3ccncc3)n2CC2CCCO2)cc1 (centres undefined),-15,0.3,-2,-4,18,-2,4,-4,-9
CC(C(=O)Nc1cccc([N+](=O)[O-])c1)[n+]1ccccc1 (centres undefined),-8,-0.9,2,0,-7,-6,3,1,-2
COc1ccc(OCC(=O)Nc2cc3oc4ccccc4c3cc2OC)cc1,10,2.3,-4,0,-12,-22,5,0,-2
O=S(=O)(c1ccc(Cl)cc1)N1CCN(C(=S)Nc2ccccc2F)CC1,4,0.6,-1,2,3,19,8,-1,6
CCS(=O)(=O)C(=C(Nc1ccc(OC)cc1)Nc1ccc(OC)cc1)S(=O)(=O)CC,3,2.0,4,-6,20,-13,12,-4,-5
O=C(NNC(=O)c1cc2ccccc2o1)c1ccc(Cl)cc1,16,0.9,-1,.,-7,-8,0,1,-5
Cc1ccc(C2C3=C(CC(C)(C)CC3=O)OC3=C2C(=O)CC(C)(C)C3)cc1,13,4.0,1,-2,-14,-23,5,-2,-7
CCN1CCN(CCCNC(=O)C2c3ccccc3C(=O)N(c3ccc(OC)cc3)C2c2ccc(OC)cc2)CC1 (centres undefined),-9,-0.1,-2,1,7,-17,7,1,5
S=C(Nc1ccccc1Cl)N1CCCCC1,12,0.2,-1,2,-15,-4,5,2,-1
COc1cccc2c(=O)n(CC(=O)NCCc3ccccc3)ccc12,-27,-1.2,-2,.,4,-8,-1,0,1
Cc1cc(NC(=O)CSc2nnc(-c3ccncc3)n2C)n(-c2ccccc2)n1,-7,1.4,-3,.,-4,-1,0,1,-5
CC1CCCCN1S(=O)(=O)c1cccc(S(=O)(=O)N2CCOCC2)c1 (centres undefined),-11,0.2,2,.,-12,8,-3,1,7
Cc1sc2ncnc(NCc3cccs3)c2c1C,8,0.3,34*,1,10,2,21,-1,-3
CNC(=S)N/N=C/c1ccc(OCc2ccccc2)c(Br)c1,2,5.9,-1,2,5,-13,2,-2,-4
CCN1CCN(c2cc(C(C)(C)C)nc3c(-c4ccccc4)c(C)nn23)CC1,10,0.9,3,6,12,6,8,-1,-11
Cc1ccc(N2C(=O)C3CC(c4ccccc4)=C4C5C=CC(C6C(=O)N(c7ccc(C)cc7)C(=O)C56)C4C3C2=O)cc1 (centres undefined),2,-1.9,-5,8,-11,0,1,0,2
CCC(=O)Nc1ccc(N2CCN(S(C)(=O)=O)CC2)cc1,5,-0.2,4,8,6,-8,5,0,-12
N#CC1=C(N)Nc2ncnn2C1c1ccccc1 (centres undefined),13,-0.1,2,3,-2,-20,13,1,-4
COc1ccc(NC(=O)CCCn2cc([N+](=O)[O-])cn2)cc1,-7,1.0,4,3,4,-25,4,1,3
CC(=O)c1sc2nc(-c3ccco3)ccc2c1N,-17,1.4,-2,.,-2,-13,-2,23,21*
O=C(Nc1ccc([N+](=O)[O-])cc1)c1cncc(Br)c1,5,1.0,1,-3,2,-16,5,2,-11
N#Cc1ccc(C(=O)NCC(c2ccco2)N2CCCC2)cc1 (centres undefined),-3,1.2,-3,-3,18,-13,0,24,-8
Cc1ccc(CC(=O)Nc2ncc([N+](=O)[O-])s2)cc1,7,0.1,0,-4,5,5,3,2,-5
O=c1c2[nH]c3ccccc3c2ncn1CCN1CCOCC1,1,1.1,-4,-1,-15,-26,2,-1,-7
N#CCCn1cc(/C=N/O)c(-c2ccc(-c3ccccc3)cc2)n1,3,-1.6,-5,-2,-19,4,1,-4,-7
CN(CCc1ccccn1)c1ncnc2[nH]ncc12,-4,1.2,3,3,5,-9,-5,2,2
CCCCNC(=S)NC(C)(C)CO,-7,6.1,-1,0,9,10,8,1,-2
O=S(=O)(NCc1cc(-c2ccccc2)no1)c1ccc(Cl)cc1,-21,-0.9,-1,7,-49,1,5,-1,-6
CCOc1ccc2c(c1)c(N=O)c(O)n2C,-7,-0.9,-3,-4,5,-5,0,0,-20
CC(C)CCN1CCN(Cc2cccn2-c2ccccn2)CC1CCO (centres undefined),-12,-0.8,4,10,1,-1,6,-1,3
N#C/C(=C\c1cc([N+](=O)[O-])c(N2CCCCC2)cc1N1CCCCC1)c1nn(-c2ccccc2)c(N)c1C#N,-13,-0.8,4,3,-11,5,4,-3,-4
Cc1cc(C(=O)CSc2nnc(-c3ccccc3)n2C)c(C)n1C,12,-0.5,-4,8,-3,-12,5,1,-4
S=c1[nH]nc(COc2ccccc2)n1/N=C/c1ccco1,-11,-1.6,4,5,-6,-14,6,12,4
CCOc1ccc(NC(=O)CN(C)c2ccc(S(=O)(=O)N3CCOCC3)cn2)cc1OCC,2,0.8,2,-6,1,-9,5,8,0
CN(C)c1ccc(/C=N/NC(=O)CNC(=O)c2ccco2)cc1,8,1.3,4,-6,-22,-3,3,1,-8
C=C(C)Cn1c(C)cc(C)c(S(=O)(=O)c2ccc(C)cc2)c1=O,-6,-0.8,-1,4,-13,-4,0,-3,4
Cc1ccc(C(=O)/C=C/c2ccc(-c3ccc(C)cc3)o2)cc1,6,2.5,-2,1,-9,-16,4,11,-2
CC(C)CCNC(=O)Cc1csc(-c2ccccc2)n1,-10,-0.1,-3,0,-9,5,1,-5,-3
CC1=C(C(=O)Nc2ccccc2)C(c2ccc(C)o2)N2C(=O)CSC2=N1 (centres undefined),0,2.3,-1,10,1,-20,2,-1,-10
CC1C/C(=N/N2C(=O)CSC2=S)CC(C)(C)C1 (centres undefined),6,-0.5,3,1,-14,-4,2,-1,-9
CCOC(=O)N1CCC(NS(=O)(=O)c2cc3c(cc2Cl)NC(=O)CO3)CC1,-18,-0.7,3,1,-7,-2,8,-1,-7
Clc1ccc(-c2csc(N3CCC(c4ccccc4)C3)n2)cc1 (centres undefined),3,-0.1,-5,6,3,-11,2,11,-6
